L3MBTL1 block = blocks human L3MBTL1; AlphaScreen L3MBTL1–H3K9me1 peptide binding; Potency, µM (top dose mostly 57.1 µM), for inactives: at the highest dose activity, negative = inhibition, usual class: inhibitors; actives 0.66% (n = 230,000); AID 485360; Q9Y468; note: nearly all actives have a fitted effect of over 60% in size
Target sequence (Q9Y468 whole entry, looked up): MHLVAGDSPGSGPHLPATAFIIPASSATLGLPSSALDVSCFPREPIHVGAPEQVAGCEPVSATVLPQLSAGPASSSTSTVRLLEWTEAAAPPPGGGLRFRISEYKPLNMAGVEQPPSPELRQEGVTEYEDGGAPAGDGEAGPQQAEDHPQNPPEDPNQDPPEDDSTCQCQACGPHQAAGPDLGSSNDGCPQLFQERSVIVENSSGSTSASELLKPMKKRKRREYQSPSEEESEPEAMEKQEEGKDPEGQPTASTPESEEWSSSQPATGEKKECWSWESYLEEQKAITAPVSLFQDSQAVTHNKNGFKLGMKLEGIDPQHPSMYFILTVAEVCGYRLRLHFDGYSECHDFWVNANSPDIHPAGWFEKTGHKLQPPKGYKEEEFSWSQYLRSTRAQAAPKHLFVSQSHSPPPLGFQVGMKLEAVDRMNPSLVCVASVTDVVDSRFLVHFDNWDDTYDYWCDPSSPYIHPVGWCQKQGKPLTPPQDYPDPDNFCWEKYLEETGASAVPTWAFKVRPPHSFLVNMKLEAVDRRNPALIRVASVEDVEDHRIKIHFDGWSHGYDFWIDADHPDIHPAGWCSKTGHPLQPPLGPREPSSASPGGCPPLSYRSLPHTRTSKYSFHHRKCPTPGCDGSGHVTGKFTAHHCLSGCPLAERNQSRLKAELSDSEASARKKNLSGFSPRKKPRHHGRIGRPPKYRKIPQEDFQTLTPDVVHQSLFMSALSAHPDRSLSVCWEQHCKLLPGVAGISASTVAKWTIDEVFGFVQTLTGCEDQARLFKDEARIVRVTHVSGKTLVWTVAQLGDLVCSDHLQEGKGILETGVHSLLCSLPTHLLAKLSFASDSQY
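First, the protein-peptide complex forms for 30 min at room temperature (L3MBTL1 50 nM, biotinylated H3K9me1 peptide 75 nM). Next, compounds are pin-transferred and incubated 30 min. Finally, AlphaScreen beads are added and read after 30 min.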
RECQ1 inh = blocks DNA unwinding by human RECQ1; P46063; RECQ1 DNA unwinding, red fluorescence kinetic read; Potency, µM (series often up to 57.3 µM), inactives show at the top dose activity, negative = inhibition, hits mostly inhibitors; actives 0.54% (n = 240,000); AID 2549;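 note: plate controls were vehicle for no effect and no enzyme for full effect; nearly all actives have a fitted effect of over 30% in size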
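RECQ1T1 50 nM; forked duplex (20 bp + 30-nt ss tails) 200 nM, ATP 2 mM final; pH 8.0, 2 mM MgCl2, 2.5 ug/ml poly(dI-dC); 15 min compound preincubation; discontinuous kinetic read over 2 h at RT.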
Tau fibril FP = tau fibrillization inhibition (FP); P10636; K18 P301L tau heparin fibrillization, Alexa594 FP, 6 h; Potency, µM (series often up to 57.7 µM), without a hit: at the top dose activity, negative = inhibition, actives largely listed as inhibitors; actives 0.39% (n = 280,000); note: nearly all actives have a fitted effect of over 55% in size
Target sequence (P10636 561-689 P618L limits assumed): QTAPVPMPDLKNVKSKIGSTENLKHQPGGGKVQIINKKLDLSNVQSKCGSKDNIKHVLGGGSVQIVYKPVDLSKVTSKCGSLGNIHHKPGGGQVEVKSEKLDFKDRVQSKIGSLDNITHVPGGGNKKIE
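Quantitative HTS format: compounds meet 15 uM recombinant K18 P301L tau and Alexa 594-tau tracer in 100 mM sodium acetate pH 7; 20 uM heparin triggers fibrillization at 37 C over 6 hr; FP gives the signal.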
TRb-SRC2 inh = inhibitors of human thyroid hormone receptor beta-SRC2 interaction. AID 1469. Potency, µM (series often up to 106 µM), without a hit: top-dose activity change, negative = inhibition, usual class: inhibitors. P10828. TRbeta-SRC2 peptide binding, fluorescence polarization; receptor liganded with 1 µM T3. actives 0.065% (n = 280,000);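 note: plate controls were bound peptide for no effect and peptide without receptor for full effect; nearly all actives have a fitted effect of over 50% in size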
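Read-out is fluorescence polarization (555 nm excitation, 632 nm emission) of a Texas Red SRC2 coactivator peptide; loss of signal reflects blocked binding to human TRb ligand-binding domain in the presence of 1 uM T3.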
RGS12 GoLoco inh = RGS12 GoLoco-Gai1 interaction inhibition; AID 880; P63096; Potency, µM (doses to about 61.6 µM), without a hit: at the highest dose activity, negative = inhibition, usual class: inhibitors; Gai1:RGS12 GoLoco peptide FP, rhodamine, 10 min; actives 0.44% (n = 230,000); active = well fitted inhibition curve with a large enough effect, not every such curve was filed as active; inactive = no such curve, though single readings can be large or run the other way; note: nearly all actives have a fitted effect of over 30% in size; many of its hits are not listed in these tables
TR SRC2 fluor cs = alters Texas Red total fluorescence, flagging assay interference; Potency, µM (doses to about 106 µM), for inactives: at the top dose fluorescence change, negative = quenching; actives 0.29% (n = 280,000); TRb/SRC2 Texas Red total fluorescence interference; AID 1479; active = well fitted curve in either direction with a large enough effect; inconclusive = small, poorly fitted or top-dose-only effect
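Human TRb ligand-binding domain at 0.6 uM with 20 nM Texas Red SRC2 peptide in Tris buffer containing 1 uM T3 and 5% DMSO, incubated with compound 5 h at ambient temperature. Total fluorescence (555/632 nm) calculated as parallel + 2 × perpendicular.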
Tau ThT inhib = inhibitors of human tau fibril formation, thioflavin T binding. actives 2.1% (n = 270,000). P10636. AID 1460. recombinant tau K18 P301L (four-repeat tau fragment), heparin-induced fibrillization, ThT fluorescence. Potency, µM (top dose mostly 57.4 µM), for the others: at the top dose activity, negative = inhibition, hits mostly inhibitors; note: nearly all actives have a fitted effect of over 55% in size
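K18 P301L tau (15 uM + 0.24 uM Alexa 594-tagged), heparin 20 uM, NaOAc pH 7, 6 h 37 C; ThT 30 uM, 1 h RT, ex 450/em 510 nm.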
JMJD2E inh = JMJD2E (human) inhibition; B2RXH2; JMJD2E catalytic domain, FDH-coupled NADH fluorescence (FDH is formaldehyde dehydrogenase); Potency, µM (titrated, usually from 57.1 µM), for the others: at the highest dose activity change, negative = inhibition, usual class: inhibitors; actives 1.6% (n = 230,000); AID 2147; active = well fitted inhibition curve with a large enough effect, not every such curve was filed as active; inconclusive = small, poorly fitted or top-dose-only effect, or another doubt; inactive = no such curve, though single readings can be large or run the other way;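 note: 0% = wells with enzyme and -100% = buffer wells without enzyme; nearly all actives have a fitted effect of over 50% in size; many of its hits are not listed in these tables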
* = called active by the depositor; i = inactive; ? = inconclusive; nt = no result given; [ ] = remark or other dose. Unless noted, calls come from the whole dose curve; as a rule, active = well fitted curve in the direction sought with a large enough effect; inconclusive = small, poorly fitted or top-dose-only effect, or another doubt; inactive = no such curve, though single readings can be large; an effect the other way counts as inactive or inconclusive. Unless noted, % is set by controls: 0 for no effect and ±100 for the full control effect; potency is the fitted concentration of half-maximal effect.

molecule | L3MBTL1 block | RECQ1 inh | Tau fibril FP | TRb-SRC2 inh | RGS12 GoLoco inh | TR SRC2 fluor cs | Tau ThT inhib | JMJD2E inh
COc1ccc(Cn2c(CCC(=O)O)nc3cccnc32)cc1 | 9% | -3% | -9% | 4% | 3% | 0% | -8% | -7%
NC(=O)C(Cc1ccccc1)N1C(=O)c2ccccc2C1=O (stereo unspecified) | 24% | i | -7% | 4% | -4% | 1% | 2% | -1%
CCc1ccc(NC(=O)C(=O)NCc2ccccn2)cc1 | 2% | -3% | -12% | 9%[53 µM] | 14% | -3%[53 µM] | -10% | 6%
COc1ccccc1C(=O)N1CC2(C)CC1CC(C)(C)C2 (stereo unspecified) | -6% | 0% | 4% | 9% | 3% | 0% | -5% | -5%
CCOC(=O)c1cc(-c2ccc(C)cc2)n(CCC(=O)Nc2ccc(OC)c(OC)c2)c1C | nt | nt | 7% | 4% | nt | -14% | -21% | nt
Cc1ccc(CNc2cc(C)nc3nc(-c4cccc(C)c4)nn23)cc1 | nt | nt | -7% | -10% | nt | 0% | ? | nt
COC(=O)N/N=C(\C)c1ccco1 | -12% | 2% | -4% | -9% | -1% | -2% | -3% | 6%
CCOCCCNC(=O)c1cc(Sc2cccc(Cl)c2)nc2ccccc12 | nt | nt | 3% | 4% | nt | -2% | 1% | nt
O=C(Nc1ccccc1)OC1CCCCc2cccnc21 (stereo unspecified) | -4% | -5% | 4% | 9% | 6% | -5% | 2% | -6%
O=C(c1ccc(F)cc1)c1cn(Cc2ccccc2F)c2cc3c(cc2c1=O)OCCO3 | nt | nt | -2% | 5% | nt | 0% | -10% | nt
CNc1nc(C)c(C#N)c(-c2ccccc2)c1C(C)=O | nt | -1% | -5% | -5% | 2% | -5% | -16% | 9%
Cc1c(NC(=O)CSc2ccc(Cl)cc2)cccc1-c1nc2ncccc2o1 | -2% | -17% | -4% | -6% | 3% | -1% | ? | -23%
Cc1ccc(CN2CCN(Cc3ccc4ncccc4c3)CC2CCO)cc1 (stereo unspecified) | -7% | i | 11% | 7% | 9% | -3% | 7% | 5%
COC(=O)C(N)CS (stereo unspecified) | nt | 24% | ? | 5% | -43% | 1% | 18µM* | -2%
CC(=O)c1sc(NC(=O)c2ccc(Cl)cc2)nc1C | nt | i | -7% | 2% | 14% | 1% | nt | 6%

(more compounds)
molecule | L3MBTL1 block | RECQ1 inh | Tau fibril FP | TRb-SRC2 inh | RGS12 GoLoco inh | TR SRC2 fluor cs | Tau ThT inhib | JMJD2E inh
COc1ccc(-n2c(C)cc(C(=O)CN3C(=O)NC4(CCc5ccccc54)C3=O)c2C)cc1 (stereo unspecified) | -7% | 8% | 8% | -2% | 16% | 2% | 11% | -1%
O=[N+]([O-])c1cc(C(F)(F)F)ccc1NCCc1c[nH]c2ccccc12 | ? | -9% | -2% | -16% | 14% | -2% | 13µM* | -14%
Cc1cc(C(F)F)nn1CC(=O)NC1C(=O)N2C(C(=O)O)=C(CSc3nnnn3C)CSC12 (stereo unspecified) | nt | -3% | -7% | -2% | -6% | 0% | -15% | -10%
COc1ccc(/C=C/C(=O)Nc2cc(S(=O)(=O)N3CCCCC3)ccc2N2CCCCC2)cc1OC | 4% | i | -13% | -1% | 10% | 0% | -3% | ?
CN(C)c1nc(C(=O)OCCO)nc(N(C)C)n1 | -4% | 0% | -2% | 5% | 3% | -5% | -10% | 0%
Cc1nnc(N2CCC(C(=O)NCCc3ccccc3)CC2)c2nn(-c3ccccc3)c(C)c12 | nt | nt | 5% | 3% | nt | -2% | -9% | nt
COc1ccc(CCN(Cc2cc3cc(C)ccc3[nH]c2=O)C(C)=O)cc1OC | 9% | -5% | 1% | -2% | -5% | -5% | -9% | ?
Cn1ncc(N=Cc2c(O)ccc3ccccc23)c1C(=O)Nc1cccc(Cl)c1 | 3% | -5% | 6% | 0% | 0% | -2% | -8% | -9%
Cc1onc(-c2c(F)cccc2Cl)c1C(=O)Nc1c(C)n(C)n(-c2ccccc2)c1=O | 17% | i | -1% | -3% | nt | -4% | -4% | ?
CCCC(=O)Nc1cccc(NC(=O)c2cccc([N+](=O)[O-])c2C)c1 | 7% | 5% | -7% | -7% | 1% | 0% | 2% | 11%
Cc1ccc(-c2cn3cc([N+](=O)[O-])ccc3n2)cc1 | 35%[activator] | 11% | -2% | -1% | -9% | -6% | 2% | 8%
CC1(C)NC(=O)N(CCOc2cccc(Oc3ccccc3)c2)C1=O | -3% | i | 7% | -15% | 2% | 1% | -5% | -5%
COc1ccc(NC(=O)CSc2nc3ccccc3c(=O)n2-c2ccc3c(c2)OCO3)c(OC)c1 | 2% | 4% | 6% | 3% | 7% | -1% | 13% | 8%
O=C(O)CNC(=S)N(Cc1ccccc1)Cc1ccccc1F | nt | -2% | -2% | -6% | -7% | -2% | -1% | -3%
N=C1/C(=C\c2ccc(SCc3ccco3)o2)C(=O)N=C2SC=NN12 | -29% | 8.9µM* | -7% | -6% | 255%[activator] | ? | 6.3µM* | 28µM*

Further compounds.
molecule | L3MBTL1 block | RECQ1 inh | Tau fibril FP | TRb-SRC2 inh | RGS12 GoLoco inh | TR SRC2 fluor cs | Tau ThT inhib | JMJD2E inh
CC1(C(=O)OCC(=O)Nc2ccc3ccccc3c2)CC1(Cl)Cl (stereo unspecified) | 16% | i | ? | 5% | -4% | 0% | -13% | -11%
CCOC(=O)c1ccc(NC(=O)CSc2nnc(-c3ccncc3)n2-c2ccccc2)cc1 | nt | nt | -7% | -11% | nt | -1% | 3% | nt
Cc1nn(-c2ccccc2)c(Cl)c1/C=N/Nc1ccc(Cl)c(C(=O)O)c1 | -5% | -3% | 8% | -1% | -12% | -3% | ? | 3%
Cn1ncc(C#N)c1/N=C/N1CCCCCC1 | 3% | -5% | -3% | -2% | -3% | -7% | -4% | 4%
Cc1csc(NC(=O)Cc2coc3cc(C)c(C(C)C)cc23)n1 | nt | -4% | ? | 4% | 2% | 1% | -16% | 9%
O=c1c2ccccc2ncn1-c1ccc(Cl)cc1[N+](=O)[O-] | 3% | i | 2% | 2% | 10% | -8% | -3% | 0%
Fc1ccc(-c2cc(-c3nnc4n3CCCCC4)c3ccccc3n2)cc1 | 2% | -4% | 10% | -2% | 3% | -1% | -1% | ?
CN(Cc1ccccc1)S(=O)(=O)c1ccc(NS(C)(=O)=O)cc1 | -8% | i | 3% | -4% | -4% | -1% | -7% | -4%
CCN(CC)CCCNc1oc(-c2ccc(OC)cc2)nc1C#N | nt | nt | 5% | 7% | nt | -4% | 4% | nt
CN(C)Cc1cc2ccccc2c2c1COC2 | -8% | 17% | -7% | -3% | -4% | -1% | -11% | ?
O=c1[nH]c(C2CCCN(S(=O)(=O)c3ccccc3)C2)nc2c1nnn2Cc1ccccc1 (stereo unspecified) | nt | i | 2% | -22% | 7% | 2% | -10% | -8%
COc1ccc(C(=O)NCc2ccncc2)cc1OC | 7% | i | -1% | -5% | 2% | 1% | 3% | -6%
CCc1ccc(-c2cn(-c3nc(C)cc(C)n3)c(=N)o2)cc1 | nt | i | -8% | -13% | 5% | -2% | ? | 7%
COc1ccc(O)c(C(=O)CC(=O)c2ccccc2C)c1 | ? | -2% | -1% | 11% | 11% | 3% | -8% | 1%
CCc1ccc(NS(=O)(=O)c2ccc3[nH]cc(C(=O)NCCCOC(C)C)c(=O)c3c2)cc1 | nt | nt | ? | -3% | nt | 0% | 7% | nt

More compounds:
molecule | L3MBTL1 block | RECQ1 inh | Tau fibril FP | TRb-SRC2 inh | RGS12 GoLoco inh | TR SRC2 fluor cs | Tau ThT inhib | JMJD2E inh
CC(=O)Nc1ccc(S(=O)(=O)NC(C(=O)O)C2=CCC=CC2)cc1 (stereo unspecified) | 0% | i | 0% | -18% | 5% | 0% | -4% | -5%
OC1(c2ccc(Cl)c(Cl)c2)C[n+]2ccccc2N1Cc1ccccc1 (stereo unspecified) | -3% | -22% | 0% | 0% | 5% | -2% | ? | ?
CC[C@H](C)[C@H](NC(=O)OCc1ccccc1)C(=O)Nc1ccc(NC(C)=O)cc1 | -3% | -2% | -6% | -10% | 4% | 0% | 4% | 8%
O=C(C1CC(c2ccc(F)cc2)=NO1)N1CCCCC1 (stereo unspecified) | 17% | i | 5% | 3% | -6% | -1% | -4% | 5%
COC(=O)CN(c1ccc(OCc2ccccc2)cc1)S(C)(=O)=O | 2%[11.4 µM] | i | -3% | 1% | -1% | 2% | 4% | -2%
CCOC(=O)COc1ccc(S(=O)(=O)N2CCN(c3ccc(F)cc3)CC2)cc1 | nt | -8% | 3% | 2% | -5% | 0% | -9% | 9%
CC1=NN(c2ccccc2)C(=O)C1/C=C1\NC(=S)NC1=O (stereo unspecified) | nt | 4% | -7% | 4% | 61%[activator] | -2% | ? | ?
O=C(O)c1cccc(Cn2c(Cl)c(/C=N/NC(=O)c3cc4ccccc4cc3O)sc2=O)c1 | 35µM* | 4.5µM* | ? | 15% | 10% | -6% | 20µM* | -21%
CCOc1ccc(C(=O)NCc2ccccc2)cc1Br | 8% | -12% | -7% | 5% | 8% | -2% | -5% | 2%
CCC(C(=O)OCC(=O)Nc1cc(Cl)cc(Cl)c1)c1ccccc1 (stereo unspecified) | 30% | -20% | 32µM* | 3% | 3% | 0% | -6% | -4%
COc1ccc2c(CNC3CCC(C)CC3)c(C(=O)O)n(Cc3ccc(F)cc3)c2c1 (stereo unspecified) | nt | nt | 6% | 0% | nt | -1% | -4% | nt
C=CCN(c1ccccc1)S(=O)(=O)c1cc(C(=O)NC2=NCCS2)ccc1Cl | 4% | i | ? | 2% | 6% | 4% | 8% | -2%
COc1ccc(N(C(C)C(=O)NC2CCCCCC2)S(C)(=O)=O)cc1 (stereo unspecified) | 9% | -4% | -1% | 9% | 9% | 1% | -2% | 7%
CN1C(=O)c2ccccc2Sc2ccc(NC(=O)N3CCN(c4ccc(F)cc4)CC3)cc21 | nt | nt | 3% | -2% | nt | -2% | -20% | nt
Clc1ccc(-c2n[nH]c3c2Cc2ccccc2-3)cc1Cl | nt | 4% | 7% | 2% | -3% | 0% | -13% | -3%

Only part of the results is shown (hit frequency here may not be typical).
